Dynein cargo inh = dynein cargo transport inhibition. 0.47% of 220,000 active. z-score, hits read low. AID 1381. 3617.4 mouse cells, GR-EGFP nuclear translocation imaging; test concentration mostly 20 µM; stimulated with dexamethasone, 1 µM; hits give low values;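 active means plate z-score of nuclear minus cytoplasmic receptor signal below a set negative limit, without overly bright fluorescence or cell loss, cut at about -3.5 in these data, passing the limit was not always enough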;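 further: z-score of nuclear minus cytoplasmic ring GR-EGFP intensity difference per well; some compounds called inactive have numbers as strong as hits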
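Also added – dexamethasone, 1.0 µM final · Buffer or medium – tet-free, stripped-serum medium · Schedule – induction 48 h, compound 1 h, agonist 30 min · Detection – formaldehyde fixation, Hoechst nuclear stain, 10x automated fluorescence imaging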
bCat nuc transl = beta-catenin nuclear translocation modulation; HeLa beta-catenin nuclear translocation, immunofluorescence imaging; nuclear translocation activity, % at 5 µM; 0.3% of 190,000 active; AID 1665;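 active means nuclear translocation activity above 50% at 5 µM, with a well cell count of 50 or more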;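 further: per-cell ratio of nuclear to cytoplasmic median beta-catenin stain intensity; plate controls were DMSO negative control for no effect and GSK-3 inhibitor IX positive control for full effect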
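Test system: human HeLa cells, native beta-catenin. Compound dosing: 5 µM primary single dose, 0.1% DMSO, 0.02–20 µM confirmation series. Incubation: compound exposure 24 h at 37°C. Detection: beta-catenin immunostaining with DAPI counterstain, 20x imaging, 6 fields/well. Read-out basis: Nuclear/cytoplasmic beta-catenin signal ratio, % activation.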
MT stabilizer = stabilizes microtubules in HeLa cells | 0.83% of 200,000 active | % tubulin-high responders, % at 10 µM | HeLa tubulin immunostaining HCS, 24 h; share of cells brighter than vehicle mean+2SD;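 active means plate Z-score above 3 for both tubulin-high and condensed-nucleus cell shares, with cell loss under 80%, at 10 µM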;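 further: anti alpha tubulin signal scored within the nucleus-defined area of each cell; some results filed as inactive read as strong as hits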
T cell modulator = modulates CD8 T cell binding to vesicles. 0.068% of 330,000 active. calls only at 7 µM. 2C CD8+ T cell-vesicle binding, flow cytometry; hits give low values;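 active means response, share of CD8 T cells binding vesicles, and their 90th percentile fluorescence all below set limits, cut at about 80% in these data, passing the limit was not always enough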
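incubation = binding step 1.5 h, 37 °C, antibody labelling 20 min, ice | test system = 2C mouse CD8+ T cells | read-out basis = percent CD8+ FL2 mean versus row control | controls = Peptide-free naked vesicles (low) and QL9 vesicles with 0.7% DMSO vehicle (high) | detection = flow cytometry of vesicle-bound cells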
Yfh1-depleted yeast = mitochondrial function rescue without frataxin homolog – Friedreich's ataxia, plus single-dose screen, dose response (AID 1465); S. cerevisiae Yfh1-off respiration, WST-1 reduction, 72 h; higher fold induction means a stronger effect; one-dose fold induction at 50 µM; EC50 in µM for titrated hits; 0.074% of 220,000 active;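 active means fold induction of absorbance versus untreated yeast above a set limit, then at least 30% activation at any dose in follow-up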;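 further: activators that raise dye reduction in frataxin-depleted yeast; strong numbers were not always called active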
Autophagy mod = modulators of autophagy; MEF GFP-LC3 puncta imaging; test concentration mostly 10 µM; calls only at 10 µM (by protocol); 0.98% of 190,000 active; AID 463193;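 active means percentage of spot-positive cells more than 3 SD above its plate mean, without a fluorescence outlier flag or 80% toxicity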;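 further: spot-positive cell cutoff set from DMSO-treated cells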
M17LAP inhibition = P. falciparum M17LAP inhibitors, primary screen, biochemical, fluorogenic H-Leu-NHMec substrate, 1536-well (AID 1619); recombinant M17LAP, H-Leu-NHMec fluorogenic kinetic assay; higher % means a stronger effect; one-dose inhibition, % at 30 µM; IC50 in µM for titrated hits; 0.38% of 220,000 active;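 active means compound inhibiting the enzyme by more than half at any dose during confirmatory dose-response retesting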;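 further: plate controls were full reaction with DMSO carrier for no effect and no enzyme background for full effect; strong numbers were not always called active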
WT yeast gro inh = growth inhibition of WT yeast, mitochondrial fusion screen. mitochondrial fusion phenotypic screen, WT strain. inhibition, % at 10 µM. 2.1% of 190,000 active. AID 1362; in the data active means inhibition above about 58%; tested in S. cerevisiae
P. falciparum M1AAP = P. falciparum M1AAP inhibitors, biochemical, fluorogenic H-Leu-NHMec substrate, 1536-well (AID 1445). recombinant M1AAP, H-Leu-NHMec fluorogenic kinetic assay; higher % means a stronger effect. one-dose inhibition, % at 30 µM; IC50 in µM for titrated hits. 0.42% of 220,000 active;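 active means primary inhibition above the hit cutoff, then over 50% inhibition at one or more dose response concentrations, cut at about 23% in these data, passing the limit was not always enough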;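 further: plate controls were DMSO full reaction for no effect and no enzyme background for full effect; strong numbers were not always called active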
WT yeast gro inh mutant strain = recorded beside WT yeast gro inh, whose call it bears; inhibition, %; mitochondrial fusion phenotypic screen, mutant strain inhibition
Dynein cargo inh cytoplasmic EGFP = also measured in Dynein cargo inh; calls as there; z-score; measured here: cytoplasmic GR-EGFP intensity; hits give high values
Dynein cargo inh nuclear GR-EGFP = further read-out of Dynein cargo inh, marked with its call; z-score; measured here: nuclear GR-EGFP intensity;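 lower value marks the stronger effect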
Dynein cargo inh cell count = further read-out of Dynein cargo inh, marked with its call; z-score; measured here: cell count per field
bCat nuc transl cell count 5 µM = further read-out of bCat nuc transl, marked with its call; cell count; measured here: cell count, cytotoxicity flag
T cell modulator vesicle-bound % = recorded beside T cell modulator, whose call it bears; double positive events, %; measured here: CD8+ vesicle-bound cell fraction;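 binding gate set so that unloaded-vesicle control wells show 10% double positive cells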
MT stabilizer Hoechst-high % = recorded beside MT stabilizer, whose call it bears; % Hoechst-high responders; measured here: nuclear condensation Hoechst responders;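 share of cells brighter than vehicle mean plus two SD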
MT stabilizer cytotoxicity % = also measured in MT stabilizer; calls as there; toxicity, %; measured here: cytotoxicity by cell density;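 0% = mean cell density of plate MIN control wells and 100% = no cells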
Autophagy mod cell loss 18 h = also measured in Autophagy mod; calls as there; toxicity, %; measured here: cell loss, nuclei count;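 cell loss after 18 h compound exposure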
* marks the source's active call; other numbers are inactive results; i = inactive; / = not tested or not shown.

compound | Dynein cargo inh | Dynein cargo inh cytoplasmic EGFP | Dynein cargo inh nuclear GR-EGFP | Dynein cargo inh cell count | bCat nuc transl | bCat nuc transl cell count 5 µM | MT stabilizer | MT stabilizer Hoechst-high % | MT stabilizer cytotoxicity % | T cell modulator | T cell modulator vesicle-bound % | Yfh1-depleted yeast | Autophagy mod | Autophagy mod cell loss 18 h | M17LAP inhibition | WT yeast gro inh | WT yeast gro inh mutant strain | P. falciparum M1AAP
CCOC(=O)c1cc2[nH]c3ccccc3c2[n+](-c2ccc([N+](=O)[O-])cc2)c1N | 1.91 | -0.307 | 0.872 | -0.957 | -0.6 | 961 | 2.3 | 2.3 | 1.5 | i | 32.3 | i | i | -2.8 | 68.7% | 16.2 | 1.1 | 41.7%
O=C1C2CCCCC2C(=O)N1c1ccc(NC2CCN(Cc3ccccc3)CC2)c([N+](=O)[O-])c1 (stereo unspecified) | 0.545 | -0.023 | 0.658 | -1.54 | 2.0 | 1035 | 1.9 | 2.4 | 6.5 | i | 26.1 | i | i | -8.6 | 3.8% | -7.1 | -12.3 | -3.0%
O=c1oc2ccccc2c(N2CCCCC2)c1[N+](=O)[O-] | -0.799 | -0.193 | -0.874 | 0.051 | 0.5 | 500 | 3.1 | 2.7 | 6.9 | i | 49.8 | i | i | -3.2 | -19.7% | -0.1 | 32.4 | 4.5%
CCOC(=O)C1CCN(C(=O)Nc2cccc(Cl)c2)CC1 | -0.317 | 1.76 | 0.64 | -0.0594 | 6.8 | 474 | 3.4 | 2.2 | 8.3 | i | 39.1 | i | i | -2.6 | 3.7% | 17.3 | 6.2 | 1.2%
CCS(=O)(=O)N1CCN(c2ccc(C(=O)NC34CC5CC(CC(C5)C3)C4)cc2[N+](=O)[O-])CC1 | 0.883 | -0.172 | 0.145 | -0.76 | -3.4 | 551 | 5.1 | 2.1 | 3.0 | i | 44.5 | i | i | 6.2 | 3.8% | 13.5 | 0.5 | 2.3%
N/C(=N\OC(=O)c1cccc([N+](=O)[O-])c1)c1cccnc1 | 0.038 | 0.623 | -0.15 | -0.45 | -0.7 | 1110 | 3.2 | 2.8 | 4.2 | i | 24.5 | i | i | -0.8 | -2.4% | 8.2 | -6.7 | 0.3%
CCN(CC)S(=O)(=O)c1cccc(C(=O)OCC(=O)N2CC(=O)Nc3ccccc32)c1 | 0.256 | -0.209 | 0.118 | 0.41 | -2.9 | 1430 | 1.8 | 2.0 | 6.0 | i | 39.7 | i | i | -10.4 | -13.3% | -0.8 | -2.8 | -5.3%
CS(=O)(=O)N1CCN(c2ccc(C(=O)NC34CC5CC(CC(C5)C3)C4)cc2[N+](=O)[O-])CC1 | -0.472 | -0.268 | -0.509 | 0.841 | 0.3 | 974 | 4.2 | 1.7 | 0.5 | i | 20.3 | i | i | -5.2 | 1.7% | -9.0 | -22.9 | -1.6%
Cc1ccc(N(CC(=O)N/N=C/c2ccc(OC3CSC3)cc2)S(=O)(=O)c2ccccc2)cc1 | -0.899 | -0.481 | -0.539 | 0.491 | -0.9 | 1104 | 3.2 | 0.8 | 7.9 | i | 44.6 | i | i | -4.8 | 2.6% | 16.6 | 16.0 | 3.8%
C[C@H](NC(=O)c1nc[nH]c1C(=O)NC1CCN(C(=O)OC(C)(C)C)CC1)C(=O)OC(C)(C)C | 0.642 | -0.178 | 0.727 | -0.978 | -1.7 | 1206 | 4.9 | 1.7 | 5.6 | i | 51.6 | / | i | -8.9 | 3.4% | 11.8 | -0.6 | 1.4%
CCOC(=O)COc1c(/C=N\O)cc(Cl)cc1OC | 0.388 | -0.209 | 0.29 | 0.0805 | 0.4 | 983 | 2.1 | 1.5 | 4.7 | i | 54.5 | i | i | -10.6 | 3.7% | 12.2 | -2.7 | -1.3%
COc1ccc(C(=O)C2CCCN(C(=O)Cn3ccc(C)n3)C2)cc1OC (stereo unspecified) | -0.663 | -0.321 | -0.191 | 1.73 | -0.3 | 995 | 2.6 | 1.9 | 3.2 | i | 48.3 | i | i | 12.6 | / | -17.2 | 2.7 | /
O=C(CP(=O)(c1ccccc1)c1ccccc1)Nc1nc2ccc(Cl)cc2s1 | -0.00865 | -0.199 | 0.386 | 0.362 | 0.5 | 1288 | / | / | / | i | 20.2 | i | / | / | -1.1% | / | / | -0.1%
O=c1c(/C=N/O)coc2ccc(Cl)cc12 | -0.46 | -0.258 | 0.183 | 1.03 | -1.0 | 1302 | / | / | / | i | 26.7 | i | / | / | 21.1% | / | / | 12.3%
CCN(CCO)C1CC(=O)N(c2ccccc2C)C1=O (stereo unspecified) | -0.661 | -0.19 | 0.308 | -0.149 | 1.4 | 882 | 1.5 | 2.3 | 12.1 | i | 22.3 | i | i | 2.1 | 1.7% | 7.5 | 14.5 | -8.3%
Cc1cc(C)c(NC(=O)CC(C)(C)C)c(Cl)c1 | 0.0501 | -0.186 | 0.872 | -0.561 | -2.0 | 863 | 2.5 | 2.4 | 6.2 | i | 44.1 | i | i | -13.3 | 4.7% | 5.4 | 6.3 | -1.7%
CC(=O)c1c(C(C)=O)c(C)n(-c2ccc(C)c(NC(=O)c3ccccc3Cl)c2)c1C | 3.08 | -0.0357 | 1.74 | -2.25 | -0.4 | 1347 | 2.5 | 1.6 | 1.7 | i | 43.5 | i | i | 9.2 | -5.3% | -10.9 | -10.0 | 4.6%
CC1(C)C(O)=C(c2nc3ccccc3[nH]2)C(=N)N1c1ccccc1 | 0.0499 | -0.115 | 0.894 | -0.336 | -0.9 | 1329 | 1.5 | 1.8 | 7.3 | i | 20.4 | i | i | 9.0 | -34.2% | 25.7 | 2.0 | -9.5%
Cc1c(C(N)=O)sc2ncn(CC(=O)NCCc3ccccc3)c(=O)c12 | -0.795 | -0.256 | -0.501 | 0.399 | -0.4 | 1057 | 4.7 | 1.8 | 7.2 | i | 48.8 | i | i | 4.7 | 0.0% | 5.8 | 13.1 | 1.0%
C1=C2C[N+]3(CCCC3)CC2Cc2ccc3ccccc3c21 (stereo unspecified) | -0.285 | -0.229 | -0.0635 | 0.483 | / | / | 1.0 | 0.5 | 1.1 | i | 19.2 | i | i | 0.3 | -2.1% | 3.1 | -17.0 | 7.1%
CN(C)CC(=O)Nc1nc(-c2ccccc2)cs1 | 0.0434 | -0.115 | 0.241 | 0.0173 | / | / | 1.4 | 1.2 | 9.6 | i | 40.7 | i | i | 0.2 | -1.2% | -8.6 | -5.9 | -1.7%
CCOC(=O)C1=C(C)NC(C)=C(C(=O)OCC)C1c1ccc([N+](=O)[O-])s1 | -0.482 | -0.245 | -0.474 | 0.506 | -1.0 | 1155 | / | / | / | i | 26.0 | i | / | / | 3.1% | / | / | 11.5%
Cc1ccccc1OCC(=O)NCC(=O)OCC(=O)c1ccc2ccccc2c1 | -0.272 | 0.736 | 0.0256 | 0.059 | 0.1 | 1346 | 1.6 | 1.1 | 7.8 | i | 42.0 | i | i | -3.9 | -6.2% | -3.3 | -3.3 | -3.0%
COc1cccc(CNC(=O)N[C@@H](CC(C)C)C(=O)O)c1 | -0.0788 | -0.195 | 0.0139 | 0.957 | / | / | 1.4 | 0.8 | 5.8 | i | 45.9 | i | i | 36.2 | 8.4% | -16.9 | 0.0 | 2.6%
COc1ccc(C2C=C(c3cccs3)Nc3nc(CCCO)nn32)cc1 (stereo unspecified) | -1.03 | -0.235 | -0.156 | 0.055 | 1.1 | 1477 | 5.6 | 3.3 | 8.9 | i | 53.8 | i | i | -3.1 | -150.6% | -4.5 | 5.5 | 7.8%

Reformatted with values under each structure: entries from further up.
Values run as follows: Dynein cargo inh, Dynein cargo inh cytoplasmic EGFP, Dynein cargo inh nuclear GR-EGFP, Dynein cargo inh cell count, bCat nuc transl, bCat nuc transl cell count 5 µM, MT stabilizer, MT stabilizer Hoechst-high %, MT stabilizer cytotoxicity %, T cell modulator, T cell modulator vesicle-bound %, Yfh1-depleted yeast, Autophagy mod, Autophagy mod cell loss 18 h, M17LAP inhibition, WT yeast gro inh, WT yeast gro inh mutant strain, P. falciparum M1AAP
O=c1c(/C=N/O)coc2ccc(Cl)cc12
    -0.46, -0.258, 0.183, 1.03, -1.0, 1302, /, /, /, i, 26.7, i, /, /, 21.1%, /, /, 12.3%
CCN(CCO)C1CC(=O)N(c2ccccc2C)C1=O (stereo unspecified)
    -0.661, -0.19, 0.308, -0.149, 1.4, 882, 1.5, 2.3, 12.1, i, 22.3, i, i, 2.1, 1.7%, 7.5, 14.5, -8.3%
Cc1cc(C)c(NC(=O)CC(C)(C)C)c(Cl)c1
    0.0501, -0.186, 0.872, -0.561, -2.0, 863, 2.5, 2.4, 6.2, i, 44.1, i, i, -13.3, 4.7%, 5.4, 6.3, -1.7%
CC(=O)c1c(C(C)=O)c(C)n(-c2ccc(C)c(NC(=O)c3ccccc3Cl)c2)c1C
    3.08, -0.0357, 1.74, -2.25, -0.4, 1347, 2.5, 1.6, 1.7, i, 43.5, i, i, 9.2, -5.3%, -10.9, -10.0, 4.6%
